Measles CPE – compounds protecting cells from measles virus cytopathic effect, primary screen, measles RdRp inhibitor project, single point, MLSMR library, absorbance; Measles virus-infected cells, CPE protection; protection (pct of control), % at 4 µM; actives 1.5% (n = 140,000); AID 841, 2007; in the data active = protection mostly above about 24%, no sharp cut-off; inactive = mostly below about 26%; also: some compounds called inactive have numbers as strong as hits
BB579 growth dn – growth inhibitors of yeast BB579 in restrictive medium, primary screen, yeast lifespan-shortening project, S. cerevisiae; actives 0.51% (n = 140,000); OD615, 48 h; inhibition, % at 10 µM;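 active = inhibition above a set limit, 3 SD over the mean compound inhibition, cut at about 44% in these data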; also: inactives centre near -24
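test system = yeast BB579 (DeaD) | buffer or medium = restrictive CSMM-D medium | doses = single compound dose of 10 µM, 0.25% DMSO final | times = 4 h preincubation and 48 h exposure at 30 °C | technique = culture absorbance at 615 nm | benchmarks = amphotericin B 10 µg/mL, positive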
PTEN del growth – growth suppression of PTEN-null HCT116, primary screen, cell-based, CellTiter-Glo. HCT116 PTEN-null viability, 60 h; active compounds read low. viability, % at 10 µM. actives 1.2% (n = 140,000). AID 827, 2007;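 active = viability at or below a set limit, 4 SD under the median of all tested compounds, cut at about 3.7% in these data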;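 also: PTEN knockout HCT116 line with beta catenin targeted HCT116 as companion control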
GALR2 blocker – GALR2 antagonists in receptor-expressing cells, primary screen; Galanin receptor type 2 (Homo sapiens), O43603; antagonist mode; inhibition, % at 4 µM; actives 0.39% (n = 140,000); in the data active = inhibition above about 27%;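 also: cells stimulated with galanin 1-16 at roughly its EC80; 0% = agonist challenge control and 100% = basal control without agonist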
Target sequence (O43603 whole entry, looked up): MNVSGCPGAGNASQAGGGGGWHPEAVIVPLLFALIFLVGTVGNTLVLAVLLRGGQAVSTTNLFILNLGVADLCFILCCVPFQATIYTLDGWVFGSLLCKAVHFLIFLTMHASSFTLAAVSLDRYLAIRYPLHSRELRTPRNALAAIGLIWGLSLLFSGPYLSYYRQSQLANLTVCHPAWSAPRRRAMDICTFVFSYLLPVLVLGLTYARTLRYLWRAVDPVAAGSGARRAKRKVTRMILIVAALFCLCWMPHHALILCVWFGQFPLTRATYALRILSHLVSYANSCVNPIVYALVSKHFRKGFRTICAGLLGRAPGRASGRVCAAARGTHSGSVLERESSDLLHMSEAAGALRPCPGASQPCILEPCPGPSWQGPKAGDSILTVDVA
MRP-1 activ – H69AR viability gain despite doxorubicin, primary screen, MRP-1 activator project, H69AR cells, CellTiter-Glo; viability rescue; viability increase, % at 10 µM; actives 0.61% (n = 140,000);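 active = viability gain under doxorubicin at or above a set limit, the compound median plus 3 SD, cut at about 4.7% in these data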;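 also: MRP-1 overexpressing cells given doxorubicin 25 µM after compound pretreatment; 18-22 h compound pretreatment then 72 h with doxorubicin before readout; 0% = doxorubicin-only wells and 100% = vehicle-treated cells without doxorubicin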
NPY-Y2 antag – NPY-Y2 receptor antagonists, primary screen, cell-based; Neuropeptide Y receptor type 2 (Homo sapiens), P49146; NPY-Y2 expressing cells, antagonist mode; inhibition, % at 2.7 µM; actives 0.99% (n = 140,000); AID 793, 2007; in the data active = inhibition above about 17%;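 also: 0% = vehicle with agonist challenge and 100% = reference antagonist with challenge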
Target sequence (P49146 whole entry, looked up): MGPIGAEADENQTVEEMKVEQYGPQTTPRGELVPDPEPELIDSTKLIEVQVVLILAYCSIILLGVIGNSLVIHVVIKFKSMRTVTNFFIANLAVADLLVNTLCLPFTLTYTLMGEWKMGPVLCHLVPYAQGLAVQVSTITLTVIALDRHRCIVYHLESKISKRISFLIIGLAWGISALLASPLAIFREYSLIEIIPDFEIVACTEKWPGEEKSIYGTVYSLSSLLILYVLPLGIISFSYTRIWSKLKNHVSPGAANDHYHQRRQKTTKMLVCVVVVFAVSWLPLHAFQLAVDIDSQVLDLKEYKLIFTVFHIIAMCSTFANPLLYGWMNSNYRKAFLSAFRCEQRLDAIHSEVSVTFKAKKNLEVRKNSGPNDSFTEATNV
Phagocytosis inh – inhibitors of macrophage phagocytosis, primary screen, imaging, J774A.1 cells, IgG beads; J774A.1 macrophage IgG-bead phagocytosis; inhibition, % at 5 µM; actives 0.07% (n = 110,000); AID 1029, 2008;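 active = inhibition above the mean of the plate negative controls plus 5 SD, cut at about 13% in these data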;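 also: phagocytic index as fraction of beads internalized from green versus red external bead signal; plate controls were DMSO negative control for no effect and cytochalasin-D positive control for full effect; some results beyond the cut were filed as inactive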
E-sel TNF inh – E-selectin induction blockers in HUVEC – imaging, immunofluorescence, high content, primary screen; actives 0.71% (n = 120,000); HUVEC TNFa-induced E-selectin immunofluorescence; inhibition, % at 2 µM;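 active = inhibition above the batch mean plus 3 SD, and confirmed as a hit on visual image review, cut at about 43% in these data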;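 also: 0% = TNF-stimulated DMSO wells and 100% = unstimulated control wells; not every result past the cut was called active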
Yeast lifespan up – compounds extending yeast replicative lifespan, primary screen, S. cerevisiae, OD615; S. cerevisiae growth with nicotinamide; deaD strain in restrictive glucose medium; actives 0.68% (n = 130,000); inhibition of the nicotinamide effect, % at 10 µM;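 active = inhibition above a set limit, placed 3 SD over the median of all compounds, cut at about 26% in these data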;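 also: 0% = nicotinamide-treated wells and 100% = cells grown without nicotinamide; some compounds called inactive have numbers as strong as hits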
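Test system: DeaD-strain S. cerevisiae / Buffer or medium: restrictive glucose medium / Also added: nicotinamide 1.5 mM / Doses: one concentration, 10 µM, DMSO 0.25% / Schedule: 48 h at 30 °C / Signal: OD615 measurement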
HCT116 bCat-KO – primary screen for growth suppressors in beta-catenin knockout HCT116 cells (colon tumor, human). HCT116 beta-catenin knockout viability, CellTiter-Glo, 60 h; active compounds read low. viability, % at 10 µM. actives 1.5% (n = 140,000). AID 818, 2007;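 active = viability at or under a set limit, the compound median less 4 SD, cut at about 6% in these data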;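 also: 0% = Hyamine 1622 control at 20 µM and 100% = untreated cell control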
* = called active by the depositor; . = not tested or not shown.

SMILES	Measles CPE	BB579 growth dn	PTEN del growth	GALR2 blocker	MRP-1 activ	NPY-Y2 antag	Phagocytosis inh	E-sel TNF inh	Yeast lifespan up	HCT116 bCat-KO
Cc1ccc(-c2nnc(-n3nc(C)cc3C)c3ccccc23)cc1	26	-38	85	6	-1.9	2	.	.	8	82
Cc1noc(/C=C/N(C)C)c1S(=O)(=O)N1CCCC(C(=O)NC2CCCCC2)C1 (centres undefined)	14	-57	58	-7	9.3*	5	0	.	-10	49
CCOC(=O)CCSc1nc(-c2ccc3c(c2)OCO3)cc(C(F)(F)F)c1C#N	6	-83	96	-9	0.1	2	-1	.	7	109
COc1cc(/C=N\NC(=O)C2CC3C=CC2C3)ccc1O (centres undefined)	41	-14	109	-7	-2.1	0	-6	.	-4	87
Cc1cc(S(=O)(=O)N(Cc2ccccc2)Cc2ccc(N(C)C)cc2)ccc1-n1cnnn1	17	-43	94	9	-3.6	-1	.	.	-4	86
COc1ccc(N=Cc2c(O)[nH]c3ccccc23)cc1OC	9	-20	53	-9	-2.9	1	-1	.	-15	53
COC(=O)CN(c1nc(C)cc(OC)n1)S(=O)(=O)c1ccccc1	19	-7	96	22	-4.4	0	0	-61	-3	91
COC(=O)c1sc2nc(C)cc(-c3ccccc3)c2c1N	12	-11	88	6	-0.1	6	-4	.	-5	88
CCOP(=O)(c1c(F)c(F)c(F)c(F)c1F)C1(O)CCCCC1 (centres undefined)	3	-14	104	7	-1.1	2	0	0	-11	99
CCOC(=O)NCCc1ccc(OC)cc1	2	-58	101	1	0.3	0	-2	-21	-8	100
CCOC(=O)c1oc2ccccc2c1NC(=O)Cc1cccs1	15	-16	88	-6	-2.2	9	-5	.	-5	92
OCCNc1nc2ccccc2[nH]1	21	-10	94	3	-1.2	0	.	-2	13	100
CCC1CCCCN1C(=O)CSc1nc2ccsc2c(=O)n1Cc1ccccc1 (centres undefined)	9	-15	70	2	-0.8	15	-1	-14	-7	75
O=C(NC1CCCC1)C(c1ccsc1)N(C(=O)Cc1cccs1)c1ccc(F)cc1 (centres undefined)	2	-23	99	10	-2.2	4	-2	.	-7	101
COc1cc(-c2nnc(COc3ccc4ccccc4c3)o2)cc(OC)c1OC	26	-37	89	-14	-1.9	9	.	100*	-8	81
CCCCOC(=O)/C=C/c1c(C)[nH]c(=O)[nH]c1=O	11	12	85	1	-0.5	2	-4	.	-1	86
Cc1ccc(NC(=O)CC2Oc3ccc(C)cc3NC2=O)cc1 (centres undefined)	6	0	93	6	-2.7	1	0	.	-8	93
c1ccc(-c2noc(CN3CCN(C(c4ccccc4)c4ccccc4)CC3)n2)cc1	5	-56	93	6	-0.2	1	0	-15	6	95
O=C(c1ccc2c(c1)N(Cc1ccc(F)cc1)C(=O)CS2)N1CCOCC1	-1	-34	86	-4	-3.8	-2	.	-13	-8	90
Cc1c(Cc2ccccc2)sc(/N=C/c2ccc3ccccc3c2)c1C(N)=O	8	-8	13	-1	-3.2	5	-6	.	-2	16
O=[N+]([O-])c1ccc(N2CCN(c3ccccc3O)CC2)c(Cl)c1	8	-28	79	-6	1.8	6	-3	.	-1	84
COc1ccc2nc(NC(=O)C3CCN(S(=O)(=O)c4cccs4)CC3)sc2c1	14	-7	17	-12	-2.4	-3	.	-10	-18	17
Nc1c(N2CCOCC2)cc(Cl)c2nonc12	4	-18	86	10	-1.4	0	-1	.	-8	102
CC12CCC(C(=O)Nc3ccccc3-n3cccc3)(CC1=O)C2(C)C (centres undefined)	9	-14	93	-16	-0.4	4	-6	-22	1	83
CCC(C)Cn1c(C)nc2ccccc21 (centres undefined)	1	-20	76	6	-2.5	6	4	8	5	77
(more compounds)
SMILES	Measles CPE	BB579 growth dn	PTEN del growth	GALR2 blocker	MRP-1 activ	NPY-Y2 antag	Phagocytosis inh	E-sel TNF inh	Yeast lifespan up	HCT116 bCat-KO
Cc1nc2ccccc2c(=O)n1CCCO	3	-39	90	-1	-0.9	3	-1	-10	-7	98
Cc1cc(C)cc(NC(=O)C2CCCN(S(=O)(=O)c3cnc[nH]3)C2)c1 (centres undefined)	4	1	106	4	-0.7	4	1	.	-18	100
O=C(Nc1ccc(-c2csc(-c3ccccc3)n2)cc1)c1ccccc1Cl	15	-28	76	7	-2.1	-1	1	-24	-3	69
CCOC(=O)N1CCC(NC(=O)CS(=O)(=O)Cc2nc(-c3ccccc3C)oc2C)CC1	7	-29	70	8	2.0	1	0	-27	0	66
COC(=O)c1cc2sccc2n1Cc1nc(-c2cccc(Cl)c2)oc1C	8	-6	87	-2	-1.7	1	0	.	10	85
Cc1ccc(S(=O)(=O)N(C)Cc2ccc(C(=O)N/N=C/c3ccc(OC(F)F)cc3)cc2)cc1	6	6	47	6	-4.9	2	1	.	5	56
CCOC(=O)C1C(=O)Oc2ccc3ccccc3c2C1C1CCOC1=O (centres undefined)	12	1	106	1	-0.6	2	1	.	-10	97
c1ccc2c(c1)OCC(c1csc3ncnc(N4CCOCC4)c13)O2 (centres undefined)	19	6	62	1	-1.8	8	6	-11	-5	78
COc1ccc(/C(C)=N/OCC(=O)Nc2nc3ccccc3s2)cc1	5	-36	101	-4	2.6	3	-6	.	0	95
CC(C)N(Cc1nc2ccccc2[nH]1)C(C)C	14	-6	89	12	-3.6	5	0	-12	-2	93
O=C(NCc1cccnc1)C1CCN(S(=O)(=O)N2CCOCC2)CC1	14	-22	100	1	0.0	1	4	-5	-8	109
Cc1cc(NC(=O)c2cc(-c3ccccn3)nc3ccccc23)no1	9	-10	92	2	-3.1	0	0	-8	-9	88
CCCN(CCC)S(=O)(=O)c1ccc(C(=O)Nc2nnc(-c3cc(OC)cc(OC)c3)o2)cc1	0	-27	10	-3	-5.5	-1	0	.	0	15
Cc1ccc([C@@H]2C3COCC=C3C(C#N)=C(N)C2(C#N)C#N)o1 (some centres undefined)	6	-40	99	-1	-1.5	2	-1	.	-8	91
Cc1ccc(N2C(=O)c3ccc(N)cc3C2=O)cc1C	5	-25	94	14	-0.8	-2	.	-1	-29	90
CC(=O)Nc1cc(C(=O)OC(C(=O)c2ccccc2)c2ccccc2)ccc1C (centres undefined)	19	-8	73	-6	-1.7	2	0	-2	-10	64
Cc1ccc(OCC(=O)NC2CCCC2)c(C)c1	16	-25	95	0	-1.1	6	2	-4	-5	95
CCn1c(C)nc2c1C(=O)c1ccccc1C2=O	5	14	46	12	-3.3	0	.	1	-11	26
COc1cc(CNCc2ccccn2)ccc1OCc1ccc(Cl)cc1	4	-20	70	-11	-1.2	6	0	.	-4	59
COc1cc(/C=N/NC(=O)C(=O)/C=C2\NC3(CCCC3)Cc3ccccc32)ccc1O	5	-51	69	-3	1.6	4	.	-7	-4	84
CC1NC2(C(=O)N(Cc3ccccc3)c3ccccc32)C2C(=O)N(c3ccccc3)C(=O)C12 (centres undefined)	30	-11	102	-8	-1.6	-1	-1	.	-6	99
CCn1cc(SCC(=O)Nc2cc(C)on2)c2ccccc21	12	-1	78	4	-0.7	2	0	.	-6	85
COc1ccc(OC)c(CNC(=O)C2CCCN(C(=O)N(C)C)C2)c1 (centres undefined)	48	-13	91	0	0.3	-1	-2	-2	-10	106
Nc1nc(CN2CCCCCC2)nc(Nc2ccccc2)n1	6	9	63	-8	-0.3	-3	1	-30	-11	64
CN(C)CCSc1nc(-c2ccccc2)nc2c1CCC2	3	1	80	-8	-1.6	16	-4	.	-1	80
CCOC(=O)c1nnc(-c2ccc(C)cc2)nc1Oc1ccc(Cl)cc1Cl	4	-59	92	3	5.0*	2	.	63*	26	91
CCN(CC)S(=O)(=O)c1ccc(N=NC2=C(O)CCCC2=O)cc1	34*	7	103	1	-3.0	2	-7	-2	10	87
Cc1cc(C)c[n+](-c2nc3ccccc3nc2[N-]S(=O)(=O)c2ccc(Br)s2)c1	18	-18	65	-20	-2.3	2	-4	.	-2	75
CNS(=O)(=O)c1cccc(C(=O)Nc2cccc(Cl)c2)c1	7	-13	81	2	-2.4	1	1	-11	-14	83
CCCOC(=O)c1c(-c2ccc(C)cc2C)csc1NC(=O)C1C2CCC(O2)C1C(=O)O (centres undefined)	10	12	89	-4	-2.6	-1	1	.	7	84

Structural class: the entries above with a halogen.
SMILES	Measles CPE	BB579 growth dn	PTEN del growth	GALR2 blocker	MRP-1 activ	NPY-Y2 antag	Phagocytosis inh	E-sel TNF inh	Yeast lifespan up	HCT116 bCat-KO
CCOC(=O)CCSc1nc(-c2ccc3c(c2)OCO3)cc(C(F)(F)F)c1C#N	6	-83	96	-9	0.1	2	-1	.	7	109
CCOP(=O)(c1c(F)c(F)c(F)c(F)c1F)C1(O)CCCCC1 (centres undefined)	3	-14	104	7	-1.1	2	0	0	-11	99
O=C(NC1CCCC1)C(c1ccsc1)N(C(=O)Cc1cccs1)c1ccc(F)cc1 (centres undefined)	2	-23	99	10	-2.2	4	-2	.	-7	101
O=C(c1ccc2c(c1)N(Cc1ccc(F)cc1)C(=O)CS2)N1CCOCC1	-1	-34	86	-4	-3.8	-2	.	-13	-8	90
O=[N+]([O-])c1ccc(N2CCN(c3ccccc3O)CC2)c(Cl)c1	8	-28	79	-6	1.8	6	-3	.	-1	84
Nc1c(N2CCOCC2)cc(Cl)c2nonc12	4	-18	86	10	-1.4	0	-1	.	-8	102
O=C(Nc1ccc(-c2csc(-c3ccccc3)n2)cc1)c1ccccc1Cl	15	-28	76	7	-2.1	-1	1	-24	-3	69
COC(=O)c1cc2sccc2n1Cc1nc(-c2cccc(Cl)c2)oc1C	8	-6	87	-2	-1.7	1	0	.	10	85
Cc1ccc(S(=O)(=O)N(C)Cc2ccc(C(=O)N/N=C/c3ccc(OC(F)F)cc3)cc2)cc1	6	6	47	6	-4.9	2	1	.	5	56
COc1cc(CNCc2ccccn2)ccc1OCc1ccc(Cl)cc1	4	-20	70	-11	-1.2	6	0	.	-4	59
CCOC(=O)c1nnc(-c2ccc(C)cc2)nc1Oc1ccc(Cl)cc1Cl	4	-59	92	3	5.0*	2	.	63*	26	91
Cc1cc(C)c[n+](-c2nc3ccccc3nc2[N-]S(=O)(=O)c2ccc(Br)s2)c1	18	-18	65	-20	-2.3	2	-4	.	-2	75
CNS(=O)(=O)c1cccc(C(=O)Nc2cccc(Cl)c2)c1	7	-13	81	2	-2.4	1	1	-11	-14	83

Screening data from PubChem.

Not a hit list, and some 6.1% of all compounds hit somewhere here.
